Screening data as filed in PubChem BioAssay.
AmpC inh no detg – qHTS Inhibitors of AmpC Beta-Lactamase (assay without detergent); Potency, µM (titrated, usually from 57.1 µM), for inactives: at the top dose activity change, negative = inhibition, most hits filed as inhibitors; hit rate 0.52% among 330,000; AmpC nitrocefin hydrolysis, absorbance 480 nm, 0.0001% Triton; AID 485341, 2010; P00811;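 also: potency is read from the fitted curve at half-maximal effect; plate controls were no compound for no effect and no enzyme for full effect; nearly all actives have a fitted effect of over 20% in size; some results filed as inactive show a strong effect at the top dose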
Target sequence (P00811 whole entry, looked up): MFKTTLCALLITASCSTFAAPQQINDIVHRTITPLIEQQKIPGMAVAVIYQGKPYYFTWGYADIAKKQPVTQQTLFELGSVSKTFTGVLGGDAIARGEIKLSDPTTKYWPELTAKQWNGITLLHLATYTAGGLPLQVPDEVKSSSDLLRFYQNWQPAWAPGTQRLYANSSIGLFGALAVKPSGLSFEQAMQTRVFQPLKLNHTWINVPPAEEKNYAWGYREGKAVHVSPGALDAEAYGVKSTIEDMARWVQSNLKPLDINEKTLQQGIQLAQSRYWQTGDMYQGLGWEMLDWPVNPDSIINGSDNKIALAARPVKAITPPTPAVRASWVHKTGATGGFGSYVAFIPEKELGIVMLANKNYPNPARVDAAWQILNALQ
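AmpC (5.3 nM in the dispensed reagent) in 20 mM phosphate pH 7.0 with 0.01% (detergent screen) or 0.0001% Triton X-100 was preincubated with compounds for 15 min at room temperature. Nitrocefin was then added from an 800 uM solution, and hydrolysis was followed at 480 nm.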
Cycloheximide cs – Cycloheximide Counterscreen for Small Molecule Inhibitors of Shiga Toxin; max response, %; cell reporter, cycloheximide protein synthesis inhibition counterscreen; hit rate 12% among 300,000; in the data active = max response mostly above about 13%, no sharp cut-off; inactive = mostly below about 14%; also: read at 38.3 µM for the half of the compounds with a filed dose; 0% is about no effect
Tb PYK inh – qHTS of Trypanosoma Brucei Inhibitors; hit rate 0.12% among 410,000; Potency, µM (highest dose often 76.8 µM), without a hit: at the highest dose activity, negative = inhibition, most hits filed as inhibitors; TbPYK enzyme, Kinase-Glo Plus ATP luminescence, 45 min; pyruvate kinase (Trypanosoma brucei), Q57TT1; also: potency is read from the fitted curve at half-maximal effect; % is scaled to controls: 0 for no effect and ±100 for the full control effect; nearly all actives have a fitted effect of over 50% in size
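Activity of T. brucei pyruvate kinase was followed by Kinase-Glo Plus luminescence after the enzyme reacted 45 min at room temperature with 130 uM ADP (final) and substrate. Test compounds were added before ADP at multiple concentrations.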
LmPK inh – qHTS Assay for Inhibitors of Leishmania Mexicana Pyruvate Kinase (LmPK) | Q27686 | purified LmPK, Kinase-Glo ATP luminescence, 1 h | Potency, µM (highest dose often 57.5 µM), inactives show at the highest dose activity change, negative = inhibition, most hits filed as inhibitors | hit rate 0.37% among 290,000 | AID 1721, 2009; also: potency is read from the fitted curve at half-maximal effect; % is scaled to controls: 0 for no effect and ±100 for the full control effect
Target sequence (Q27686 whole entry, looked up): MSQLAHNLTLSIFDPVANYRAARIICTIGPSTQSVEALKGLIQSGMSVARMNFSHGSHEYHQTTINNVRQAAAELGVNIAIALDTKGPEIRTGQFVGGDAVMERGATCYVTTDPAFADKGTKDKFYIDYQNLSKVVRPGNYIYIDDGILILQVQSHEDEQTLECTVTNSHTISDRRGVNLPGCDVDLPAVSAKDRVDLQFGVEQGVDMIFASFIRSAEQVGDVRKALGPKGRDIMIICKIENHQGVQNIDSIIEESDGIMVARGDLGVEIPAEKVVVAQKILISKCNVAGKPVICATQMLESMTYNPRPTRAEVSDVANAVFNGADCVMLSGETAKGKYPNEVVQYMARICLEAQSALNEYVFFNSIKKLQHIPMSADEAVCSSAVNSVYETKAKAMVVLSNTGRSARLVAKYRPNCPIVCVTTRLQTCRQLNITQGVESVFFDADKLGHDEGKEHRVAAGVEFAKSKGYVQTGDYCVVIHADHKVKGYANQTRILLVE
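qHTS format; LmPK 0.1 nM; substrates PEP 0.5 mM and ADP 0.1 mM. One-hour room-temperature incubation, then coupled luciferase luminescence; 0.5 nM enzyme wells mark activation.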
Shiga toxin inh – A qHTS for Small Molecule Inhibitors of Shiga Toxin | AID 2315, 2010 | hit rate 9.2% among 290,000 | Vero cells, Shiga toxin protein synthesis inhibition reporter | inhibition, % at 38.7 µM; in the data active = inhibition mostly above about 28%, no sharp cut-off; inactive = mostly below about 43%; also: 0% is about no effect
Pf growth 96h – Primary qHTS for delayed death inhibitors of the malarial parasite plastid, 96 hour incubation | P. falciparum luciferase reporter growth, 96 h | Potency, µM (top dose mostly 28.7 µM), for the others: top-dose activity change, negative = inhibition, hits mostly inhibitors | hit rate 6.9% among 320,000 | AID 504834, 2011; also: potency is read from the fitted curve at half-maximal effect; % is scaled to controls: 0 for no effect and ±100 for the full control effect
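Delayed-death screen, second-generation endpoint: infected erythrocytes, 2% hematocrit, 0.05% parasitemia final; 96 hours at 37 C, 5% CO2; luciferase detection reagent; luminescence decrease equals reduced growth.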
Pf growth 48h – Primary qHTS for delayed death inhibitors of the malarial parasite plastid, 48 hour incubation | P. falciparum luciferase growth in erythrocytes, 48 h | hit rate 5.9% among 310,000 | AID 504832, 2011 | Potency, µM (highest dose often 28.7 µM), without a hit: at the highest dose activity change, negative = inhibition, usual class: inhibitors; also: potency is read from the fitted curve at half-maximal effect; % is scaled to controls: 0 for no effect and ±100 for the full control effect
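Firefly luciferase activity from engineered P. falciparum reports growth; inhibitors lower the luminescent signal. Cultures contained 2% hematocrit erythrocytes at 0.1% final parasitemia.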
Numbers without * were called inactive; ? = inconclusive; nt = no result given; & = joins results of further samples; [ ] = dose if it differs, or a comment. Unless noted, calls follow the shape of the dose curve; as a rule, active = well fitted curve in the direction sought with a large enough effect; inconclusive = small, poorly fitted or top-dose-only effect, or another doubt; inactive = no such curve, though single readings can be large; an effect the other way counts as inactive or inconclusive. Hits appear at their usual frequency. About 22% of those tested had a hit in this group.

SMILES | AmpC inh no detg | Cycloheximide cs | Tb PYK inh | LmPK inh | Shiga toxin inh | Pf growth 96h | Pf growth 48h
O=C(CCNC(=O)c1ccc([N+](=O)[O-])cc1)NC1CCCCC1 | -1.7% | nt | -0.6% | nt | nt | 1.7% | 78.6%[activator]
COc1ccccc1-c1nnc(N(C)C(=O)C2CCCO2)s1 (stereo not drawn) | -5.3% | 17.0 | -23.1% | -0.8% | 13.8 | -15.1% | nt
COc1cc(/C=C/C(=O)N2CCCc3ccccc32)cc(OC)c1OC | 35.7% | 1.2 | -5.9% | 1.2% | 2.6 | 27.4% | 12.4%
CCCOC(=O)C1=C(C)NC2=C(C(=O)CCC2)C1c1cc(OC)ccc1OC (stereo not drawn) | 1.8% | 0.9 | 7.1% | 2.1% | -12.8 | 4.7% | -14.9%
Cc1ccc(NCc2nc3ccccc3n2C)cc1 | -0.2% | 48.6* | -14.2% | ? | 95.0* | ? | 155.0%[activator]
CCC(C(=O)NC1CCCC1)N(C(=O)Cn1nnc(-c2ccc(C)o2)n1)c1cnc2ccccc2c1 (stereo not drawn) | 5.4% | -2.0 | 12.0% | 3.1% | 27.0 | ? | ?
Cc1cccc(NC(=O)c2cc(NC(=O)C3CCCCC3C(=O)O)ccc2N2CCOCC2)c1 (stereo not drawn) | -11.0% | -1.9 | -11.1% | -6.1% | 11.3 | 4.7% | 35.6%[activator]
COc1cc(/C=C(\C#N)C(=O)Nc2cccc3ncccc23)cc(OC)c1OC | 2.7% | -2.1 | -18.8% | 2.9% | -8.6 | 31.6%[activator] | 11.2%
Cn1cnnc1SCC(C)(C)NS(=O)(=O)c1ccc(Cl)cc1 | -19.5% | -3.1 | 5.0% | -1.2% | -14.1 | ? | 1.2%
CC(=O)c1ccc(N(C(=O)Cn2nnc(-c3ccccc3)n2)C(C(=O)NC2CCCCC2)c2ccccn2)cc1 (stereo not drawn) | -23.6% | -8.4 | 5.4% | 3.6% | -1.4 | 9.28µM* | -19.5%
COC(=O)c1ccc(NS(=O)(=O)N(C)C)cc1 | -1.9% | -1.8 | 6.4% | -1.2% | -12.7 | -0.1% | -5.1%
Cn1c(=O)[nH]c(=O)c2c1nc(NN)n2CCOc1ccccc1 | -11.4% | -5.9 | -24.0% | -5.6% | -5.4 | ? | nt
OCCNCCOc1ccc(Cl)c(Cl)c1 | -15.5% | -2.1 | -5.0% | 1.9% | -4.0 | 29.9% | 24.4%
CSc1nc2ccsc2c(=O)n1-c1ccccc1 | -24.1% | 8.6 | -1.6% | -0.3% | -4.5 | 17.1% | -1.5%
C=CCc1cc2c(oc(=O)c3ccccc32)c(C)c1O | -21.0% | 0.7 | -22.9% | 6.8% | 13.4 | 14.7µM* | -12.9%
CCN(CC)c1ccc(/C=N/NC(=O)c2c(Cl)cnn2C)c(O)c1 | 14.1% | 44.1* | -0.2% | 0.2% | 55.7* | ? | ?
Cc1ccc(NC(=O)NCCN2CCCCC2)cc1 | 0.1% | 8.8* | -6.8% | 0.4% | -1.9 | -25.2% | 3.8%
Cc1ccsc1/C=N/NC(=O)c1c[nH]c2ccccc12 | -24.0% | 59.9* | 0.0% | 0.1% | 106.3* | 182.9%[activator] | 49.4%[activator]
CCCNC(=O)CN(C)S(=O)(=O)c1c(C)cc(C)cc1C | -0.9% | -1.5 | 7.5% | 3.1% | -1.0 | 10.4µM* | 7.38µM*
CCCNC(=O)CN(C)CC(=O)Nc1ccccc1C#N | -10.9% | -3.2 | 0.0% | 7.4% | -3.5 | 23.0% | 2.7%
Cc1cccc(C(=O)NCC(=O)OCC(=O)N2CC3(C)CC2CC(C)(C)C3)c1 (stereo not drawn) | 53.5% | -3.1 | -3.4% | 4.0% | -8.1 | 3.6% | -1.0%
CC(C)(C)c1cc[n+](-c2[nH]c(=O)sc2/C=N/NC([S-])=Nc2ccccc2)cc1 | -7.0% | -2.1 | -7.7% | 0.0% | -4.6 | 5.7% | ?
COc1ccc(OC)c(C2CC(c3c(-c4ccccc4)c4cc(Cl)ccc4[nH]c3=O)=NN2S(C)(=O)=O)c1 (stereo not drawn) | 22.9% | 4.5 | 0.4% | 1.5% | 14.4 | 2.08µM* | 9.28µM*
COc1ccc(CN2CC(C(=O)NCCN3CCN(c4ccccc4F)CC3)CC2=O)cc1 (stereo not drawn) | 103.7%[activator] | -4.6 | 1.8% | 3.4% | 17.8 | ? | nt
CC(Sc1nnc(-c2ccc(Cl)cc2)n1N)C(=O)NCC1CCCO1 (stereo not drawn) | -5.7% | nt | 1.8% | nt | nt | 6.6% | 5.5%
CC(C)(C)OC(=O)N1CCN(C(=O)[C@H](Cc2ccc(O)cc2)n2cc(CCO)nn2)CC1 | -8.7% | -3.3 | -3.5% | -4.0% | -13.9 | 30.4%[activator] | 34.5%[activator]
CC12CN3CC(C)(CN(C1)C3c1cc3ccccc3[nH]1)C2=O (stereo not drawn) | -12.3% | -2.6 | -5.5% | 0.1% | -5.8 | 1.04µM* | 22.0%
CCN(Cc1ccccc1)C(=O)CCS(=O)(=O)c1ccc2c(c1)CCN2C(C)=O | 7.3% | -1.4 | 0.2%&0.4% | 1.7% | -1.8 | ? | -12.7%
COc1ccc(NC(=O)NC2CCCc3ccccc32)c(OC)c1 (stereo not drawn) | -12.2% | 22.6 | 0.2% | 4.7% | 9.9 | ? | -20.8%
O=C(COC(=O)C1CCC1)NCc1ccccc1Cl | -7.7% | 2.0 | 0.0% | 0.7% | -7.0 | 15.1% | 14.8%

Single values from the entries so far.
CC(C)(C)OC(=O)N1CCN(C(=O)[C@H](Cc2ccc(O)cc2)n2cc(CCO)nn2)CC1 – Pf growth 48h = 34.5%[activator]
CCN(Cc1ccccc1)C(=O)CCS(=O)(=O)c1ccc2c(c1)CCN2C(C)=O – LmPK inh = 1.7%
O=C(COC(=O)C1CCC1)NCc1ccccc1Cl – Tb PYK inh = 0.0%

Remaining list, next part.
SMILES | AmpC inh no detg | Cycloheximide cs | Tb PYK inh | LmPK inh | Shiga toxin inh | Pf growth 96h | Pf growth 48h
O=C(c1ccccc1[N+](=O)[O-])N1CCN(Cc2ccc3c(c2)OCO3)CC1 | -6.7% | -2.6 | -7.6% | -3.5% | 4.3 | 21.8% | 12.1%
Cc1ccc(-c2cc3ccccc3nc2N2CCOCC2)cc1 | -1.2% | -2.2 | -0.1% | 6.6% | -9.3 | -15.7% | -15.3%
COc1ccc(C(C)=O)cc1CS(=O)(=O)CC(=O)O | -6.0% | 1.0 | 2.2% | 2.2% | -10.9 | 24.2% | -17.6%
CCOc1ccccc1CN1CCC(n2nccc2NC(=O)CCCc2ccccc2)CC1 | 122.3%[activator] | -0.8 | -1.0% | -0.8% | -5.7 | -0.7% | ?
O=C(COc1ccc(Cl)cc1Cl)Nc1ccc2nc3n(c(=O)c2c1)CCCC3 | 91.9%[activator] | 5.9 | -3.7% | 7.1% | -6.0 | ? | -22.6%
O=C(c1ccc([N+](=O)[O-])cc1)N1C=CC(C(F)(F)F)=NCC1 | -26.6% | -2.4 | 2.3% | 4.9% | -7.2 | 11.6% | -27.6%
CC(OC(=O)CNC(=O)c1ccc(F)cc1)C(=O)Nc1ccc(S(=O)(=O)N2CCOCC2)cc1 (stereo not drawn) | -18.3% | nt | -4.6% | nt | nt | -30.4% | 7.2%
Cc1ccc(N(C)S(=O)(=O)c2c[nH]c3ccc([N+](=O)[O-])cc23)cc1 | -47.3% | -8.4 | 5.9% | -6.2% | -4.8 | 55.9%[activator] | 10.1%
N#C/C(=C\c1cccnc1)c1nc2c(s1)CCCC2 | -12.7% | 44.0* | -1.1% | -15.4% | 155.6* | 13.9% | 17.7%
Cc1cc(C)cc(NC(=O)Cn2c(-c3ccccc3Cl)nc3ccccc32)c1 | -22.8% | 11.6 | -3.3% | -5.6% | -1.1 | 38.1%[activator] | 21.0%
CN1[C@H]2CC(OC(=O)[C@H](CO)c3ccccc3)C[C@H]1[C@H]1O[C@H]12 (stereo partly drawn) | nt | nt | 3.2% | nt | nt | -15.6% | -4.0%
O=C1N(Cc2ccc(F)cc2)CCN1c1ccc(F)cc1 | -16.3% | 29.3* | 1.1% | -2.1% | 57.7* | 124.0%[activator] | 85.5%[activator]
COC(=O)CN1C(=S)N(c2ccc(Cl)cc2)C(=O)C1CC(=O)Nc1ccccc1 (stereo not drawn) | -26.6% | -4.5 | 0.1% | 4.0% | -9.4 | ? | -28.0%
CCOc1cc2c(cc1OCC)C(C(=O)O)C(c1cc(Br)c(O)c(OC)c1)N(C)C2=O (stereo not drawn) | -15.6% | -0.5 | -3.0% | -3.9% | -3.0 | ? | ?
O=C(NCCCN1CCOCC1)C(C(=O)NCCCN1CCOCC1)c1ncc(C(F)(F)F)cc1Cl | -10.7%[2.29 µM] | -2.4 | -2.4% | 0.8% | 13.9 | 7.0% | 0.8%
Cc1ccc(CSC2=CS(=O)(=O)c3ccccc3N2)cc1 | -51.5% | 12.0 | 4.0% | 3.4% | -1.1 | ? | -13.6%
Cn1nc(N)c2c(-c3ccc(Cl)cc3)c(C#N)c(N)nc21 | -27.6% | -4.0 | 4.4% | 1.0% | -10.6 | 83.9%[activator] | 36.0%[activator]
N#Cc1cccc(NC(=O)COC(=O)CCc2nc3ccccc3c(=O)[nH]2)c1 | -36.2% | -7.1 | -2.6% | 1.6% | -16.5 | -23.1% | 13.4%
c1ccc(Nc2cccc3c(Nc4ccccc4)cccc23)cc1 | -20.3% | 8.1 | -4.0% | 4.8% | 5.9 | 29.5% | 53.3%[activator]
COc1ccc(CCNC(=O)Nc2ccc(F)cc2F)cc1OC | -2.2% | 21.2 | 0.4% | -1.4% | 26.2 | -14.2% | 0.0%
O=C(c1ccc(Cl)cc1)c1c[nH]c(C(=O)C(Cl)(Cl)Cl)c1 | -16.8% | -2.2 | -10.8% | 7.3% | -8.4 | nt | -2.4%
CC1Cc2ccccc2N1CC(=O)Nc1ccc2c(c1)OCO2 (stereo not drawn) | -22.7% | -1.5 | 2.0% | -3.6% | -2.5 | nt | -1.1%
CC(C)(C#N)NC(=O)C(=O)c1c(-c2ccccc2)cc2ccccn12 | -15.8% | -1.3 | 0.9% | 0.2% | -5.4 | 9.9% | -3.1%
CCC1CCCN1Cn1cnc2c([nH]c3ccc(Cl)cc32)c1=O (stereo not drawn) | -16.8% | -5.0 | -2.0% | 7.8% | 1.1 | ? | ?
